# Assay outcomes (PubChem BioAssay)
# DRD3 antagonist – antagonists of human D3 dopamine receptor; D3R cells, DiscoveRx beta-arrestin luminescence, antagonist mode; hits give low values; max response, negative = inhibition, %; 360,000 compounds, 2.5% hits; AID 652054; in the data active means max response below about -50%; inconclusive means no clear call, values can overlap the other calls; further: on the % scale 0 is the no-effect control and ±100 the full control effect; mostly tested at two doses, the higher about 12 µM
#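 Cells expressing the human receptor were seeded at 1500 cells/well, incubated overnight at 37 degrees C in 5% CO2, then exposed to library compounds with dopamine controls for 90 minutes at 37 degrees C before luminescent detection.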
# WRN helicase inh – WRN helicase (human) inhibition; Q14191; WRN helicase unwinding, fluorescent forked duplex, kinetic; Potency, µM (titrated, usually from 114 µM), for inactives: at the top dose activity change, negative = inhibition, actives largely listed as inhibitors; 360,000 compounds, 0.46% hits; AID 651768; further: potency means the concentration at half of the fitted maximal effect; on the % scale 0 is the no-effect control and ±100 the full control effect; nearly all actives have a fitted effect of over 55% in size
#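 Kinetic red-fluorescence monitoring (525/598 nm) tracks WRN helicase activity after 100 nM fluorophore-quencher forked duplex and 2 mM ATP are added to 20 nM enzyme pretreated 15 min at room temperature with compound.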
# GLP1R ag – GLP-1 receptor (human) agonism | P43220 | HEK293 GLP-1R CRE-luciferase, luminescence, 4-6 h; cells express a hypersensitive GLP-1R form | Potency, µM (top dose mostly 45.6 µM), for the others: at the highest dose activation, actives largely listed as activators | 380,000 compounds, 0.007% hits; further: potency means the concentration at half of the fitted maximal effect; % of control where 0% means no effect
# GLP1R cytotox – cytotoxicity counter-screen for GLP-1 receptor inverse agonists. HEK293 cAMP-luciferase reporter cells, luminescence, 24 h. Potency, µM (titrated, usually from 38.3 µM), for inactives: top-dose activity change, negative = inhibition, actives largely listed as inhibitors. 410,000 compounds, 0.13% hits;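 further: loss of luciferase light is scored as toxicity; potency means the concentration at half of the fitted maximal effect; on the % scale 0 is the no-effect control and ±100 the full control effect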
#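 Step one: seed cells (200 cells/uL, DMEM with 10% Nu serum, 1% pen-strep). Step two: 12-hour incubation at 37 deg C. Step three: pin 23 nL compound, incubate 24 hr. Step four: add luciferase reagent, read luminescence 12 min later.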
# PLK1 PBD inh – PLK1 (human) polo-box domain binding inhibition; AID 720504; Plk1 PBD binding of FITC phosphopeptide, fluorescence polarization; Potency, µM, inactives show max response, negative = inhibition, usual class: inhibitors; P53350; 360,000 compounds, 2.8% hits; further: potency means the concentration at half of the fitted maximal effect; series mostly up to about 57 µM; on the % scale 0 is the no-effect control and ±100 the full control effect; nearly all actives have a fitted effect of over 65% in size
# Target sequence (P53350 whole entry, looked up, the tested form may be a part): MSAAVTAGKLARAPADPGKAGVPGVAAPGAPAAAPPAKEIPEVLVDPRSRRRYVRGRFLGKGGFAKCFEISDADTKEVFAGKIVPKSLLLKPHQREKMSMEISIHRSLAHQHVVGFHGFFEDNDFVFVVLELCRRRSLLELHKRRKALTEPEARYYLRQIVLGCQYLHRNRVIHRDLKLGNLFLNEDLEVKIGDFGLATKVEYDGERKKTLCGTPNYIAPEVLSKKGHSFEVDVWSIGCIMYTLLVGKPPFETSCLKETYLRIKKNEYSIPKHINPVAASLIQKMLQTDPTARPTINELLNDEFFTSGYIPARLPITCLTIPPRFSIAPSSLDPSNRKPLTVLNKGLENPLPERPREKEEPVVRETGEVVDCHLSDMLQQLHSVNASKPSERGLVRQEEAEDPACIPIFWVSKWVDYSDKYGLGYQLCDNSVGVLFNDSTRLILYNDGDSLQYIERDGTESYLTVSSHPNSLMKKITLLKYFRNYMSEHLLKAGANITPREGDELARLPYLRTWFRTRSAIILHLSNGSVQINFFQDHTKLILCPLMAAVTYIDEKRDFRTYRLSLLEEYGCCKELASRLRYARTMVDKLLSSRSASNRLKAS
# PI5P4Ka inh – inhibitors of human PI5P4K alpha; P48426; PI5P4Kalpha enzyme, ADP-Glo luminescence, 60 min; hits give low values; max response, %; 330,000 compounds, 1.2% hits; AID 652105; active means max response of -50% or lower; inconclusive means between -30% and -50%; inactive means -30% or higher; further: value at the top dose of about 77 µM; on the % scale 0 is the no-effect control and ±100 the full control effect
# Target sequence (P48426 whole entry, looked up): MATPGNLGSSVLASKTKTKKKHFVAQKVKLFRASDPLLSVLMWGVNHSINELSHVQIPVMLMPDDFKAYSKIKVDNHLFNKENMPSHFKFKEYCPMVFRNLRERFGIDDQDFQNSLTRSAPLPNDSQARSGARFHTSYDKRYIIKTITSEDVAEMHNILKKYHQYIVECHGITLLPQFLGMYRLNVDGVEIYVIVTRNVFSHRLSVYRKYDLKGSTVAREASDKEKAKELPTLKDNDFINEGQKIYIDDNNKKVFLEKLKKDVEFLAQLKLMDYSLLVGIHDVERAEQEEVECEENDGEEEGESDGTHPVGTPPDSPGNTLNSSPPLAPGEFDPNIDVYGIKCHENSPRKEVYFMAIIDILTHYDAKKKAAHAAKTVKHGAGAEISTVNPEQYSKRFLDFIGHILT
#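 Compounds were pin-transferred onto PI5P4Kalpha and substrate in HEPES pH 7.4 buffer with EGTA, CHAPS and 5% DMSO. ATP (5 microM final) started the reaction, which ran 60 minutes at room temperature before ADP-Glo detection.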
# GLP-1R inv ag – inverse agonists of human GLP-1 receptor | 410,000 compounds, 1.6% hits | Potency, µM (titrated, usually from 38.3 µM), for inactives: at the top dose activity change, negative = inhibition, hits mostly inhibitors | HEK293 GLP-1R CRE-luciferase, luminescence, 24 h; GLP-1R form is constitutively active; further: potency means the concentration at half of the fitted maximal effect; on the % scale 0 is the no-effect control and ±100 the full control effect; nearly all actives have a fitted effect of over 55% in size
#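 Assay principle: reduced luminescence from a cAMP-responsive reporter in HEK293 cells co-expressing a constitutively active GLP-1R. Conditions: 24 hr compound incubation, 37 deg C, 5% CO2.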
# DRD3 agonist – activates the human D3 dopamine receptor. P35462. D3R DiscoveRx beta-arrestin cells, luminescence, 90 min. max activation, %. 410,000 compounds, 0.58% hits. AID 652048; in the data active means max activation above about 30%; further: 0% is about no effect; mostly tested at two doses, the higher about 12 µM
#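 Agonist-mode cell screen: cells plated at 1500/well and incubated overnight at 37 °C, then exposed to library compounds for 90 min at 37 °C. Detection reagent was added for 30–60 min at room temperature, and luminescence was read.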
# IL2 activator – activates IL-2 in a cell-based reporter assay; IL-2 activation reporter assay, cell-based qHTS; stimulated with anti-CD3/CD4/CD28 beads; in transgenic mouse T cells; AID 652025; 360,000 compounds, 0.065% hits; activation, % (series mostly up to about 46 µM); in the data active means activation above about 50%; inconclusive means mostly about 30% to 49%; further: 0% is about no effect
#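 Readout: EGFP and DsRed signals by fluorescent plate cytometry. Unstimulated transgenic mouse T cells received compound 60 min before antibody-bead stimulation, then incubated 18 h at 37 degrees C.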
# Active calls of the source: *; ? = inconclusive; nt = not tested or not shown; [ ] = another dose, or the depositor's remark. Unless noted, the call rests on the fitted dose curve; in most records, active means well fitted curve in the direction sought with a large enough effect; inconclusive means small, poorly fitted or top-dose-only effect, or another doubt; inactive means no such curve, though single readings can be large; an effect the other way counts as inactive or inconclusive. Random draw from the library; overall some 7.8% were active at least once.
SMILES,DRD3 antagonist,WRN helicase inh,GLP1R ag,GLP1R cytotox,PLK1 PBD inh,PI5P4Ka inh,GLP-1R inv ag,DRD3 agonist,IL2 activator
COc1cc(-c2ccccc2)nc(N)n1,-11.1,-11.0%,23.6%,0.5%,3.7%,nt,36.0%[activator],-33.2,-0.1
CC(C)(C)c1ccc(OCCNC(=O)Cc2ccc(F)cc2)cc1,3.0,8.4%,0.1%,2.8%,-2.9%,12.0,?,1.3,-0.2
COc1ccc(CNC(=O)/C=C/c2ccc(OCCCF)cc2)cc1,0.0,-6.2%,1.1%,-13.6%,2.8%,-2.4,?,-0.6,0.2
O=C(NC(=S)NCCN1CCOCC1)c1ccc(Cl)cc1,1.9,-3.5%,25.4%,-0.1%,-3.6%,1.6,42.8%[activator],-1.6,0.0
CCOc1ccccc1NC(=O)c1nnn(CC(=O)Nc2cc(C)cc(C)c2)c1N,-0.2,1.6%,-2.7%,-4.0%,-10.2%,-3.1,-3.2%,0.7,-2.2
COc1cc(OC)cc(C(=O)NCCn2ccc3ccccc32)c1,14.4,-0.9%,15.0%,-2.5%,-4.0%,-2.7,-25.6%,-0.1,0.1
O=C(Nc1ccc(F)cc1F)c1ccc(COc2c(F)c(F)cc(F)c2F)o1,?,-21.3%,0.1%,-0.6%,-2.4%,nt,3.6%,0.6,0.4
COc1ccccc1NC(=O)C/C(C)=N/NC(=O)C12CC3CC(CC(C3)C1)C2,-14.2,-30.9%,3.1%,-5.6%,-8.5%,1.0,?,-7.8,-1.1
COC1CCN(C(=O)c2ccc3oc(C(C)C)nc3c2)CC1,1.8,0.9%,-4.5%,9.3%,-11.4%,1.2,17.9%,9.3,-1.3
Cc1ccc2[nH]c3c(Cl)ncnc3c2c1,-21.5,-24.8%,11.8%,12.4%,-11.3%,3.6,18.7%,-4.3,-4.8
COc1ccc(NC(=O)NC2CCCCCCC2)c(OC)c1,4.6,7.3%,7.6%,-15.4%,2.5%,-3.2,?,-0.9,5.2
CC(=O)Nc1ccc(SCC(=O)Nc2ccc(Cl)cn2)cc1,2.7,-6.6%,13.8%,-0.3%[0.307 µM],13.4µM*,-8.5,-13.6%[0.307 µM],6.0,-0.4
c1ccc(-c2ccccc2OCCOCCN2CCCCC2)cc1,?,8.4%,-32.1%,-16.5%,-8.0%,-7.3,?,-27.7,0.2
CCOC(=O)C1(Cc2cccc(Cl)c2)CCCN(C(=O)C(C)(C)C)C1 (stereo not drawn),3.9,5.2%,25.6%,-4.5%,-7.5%,7.8,?,-5.1,-1.8
C/C(CC(=O)NC1CCCCCC1)=N\NC(=O)c1cnccn1,-15.6,-30.2%[57.1 µM],4.6%,-1.3%[1.53 µM],2.6%,1.0,10.2%,-15.1,0.3
COc1cccc(/C=N\NC(C)=O)c1OC/C=C/c1ccccc1,-6.4,-32.3%,-0.8%,?,1.1%,-6.5,?,-4.2,-5.1
Cc1ccc(C)c(N(CC(=O)N2CCCC2)S(C)(=O)=O)c1,-7.5,-3.5%[57.1 µM],-0.6%,-7.9%,1.4%,5.2,10.3%,7.9,0.5
Cn1c(=O)[nH]c(=O)c2c1nc(N1CCN(CCO)CC1)n2Cc1ccccc1Cl,0.6,5.3%,2.3%,2.0%,1.2%,-6.0,14.5%,-19.4,0.5
Cc1cccc(N(CC(=O)NC2CCCC2)C(=O)CNC(=O)c2ccco2)c1C,-7.9,5.9%,3.8%,-15.2%,-3.7%,-6.2,10.2%,-0.2,0.8
Nc1nc(Cn2nnc(-c3ccccc3F)n2)nc(N2CCOCC2)n1,-5.9,-1.6%,25.0%,-2.4%,2.6%,-8.6,16.5%,0.7,0.7
Cc1cc(C(=O)CSc2n[nH]c(N)n2)c(C)n1-c1ccccc1,-9.8,-6.3%,14.7%,6.4%,-16.2%,nt,0.0%,-11.3,-0.3
O=C(CSc1nnc(N2CCOCC2)n1-c1cccc(F)c1)N1CCN(c2ccccn2)CC1,8.2,12.3%,-17.1%,-13.5%,2.6%,-0.7,?,2.2,-3.6
COc1ccccc1C(=O)Nc1nnc([C@@H]2C[C@H](O)[C@@H](CO)O2)s1,3.9,-1.4%,4.2%,-0.3%,-7.8%,-2.7,-2.1%,5.3,-0.6
CCOC(=O)C1(CC2CCCCO2)CCN(Cc2cn[nH]c2-c2cccc(F)c2)CC1 (stereo not drawn),0.0,-5.5%,-1.3%,4.7%,-12.9%,7.3,-9.1%,-7.0,0.1

# Continued; the last two above are carried over.
SMILES,DRD3 antagonist,WRN helicase inh,GLP1R ag,GLP1R cytotox,PLK1 PBD inh,PI5P4Ka inh,GLP-1R inv ag,DRD3 agonist,IL2 activator
COc1ccccc1C(=O)Nc1nnc([C@@H]2C[C@H](O)[C@@H](CO)O2)s1,3.9,-1.4%,4.2%,-0.3%,-7.8%,-2.7,-2.1%,5.3,-0.6
CCOC(=O)C1(CC2CCCCO2)CCN(Cc2cn[nH]c2-c2cccc(F)c2)CC1 (stereo not drawn),0.0,-5.5%,-1.3%,4.7%,-12.9%,7.3,-9.1%,-7.0,0.1
COc1ccc(CCNC(=O)CN2CCN(Cc3ccc(F)cc3)C2=O)cc1OC,-16.8,-1.5%,-0.3%,2.6%,-4.4%,0.4,-15.9%,-0.5,-2.5
c1ccc(COc2ccccc2CNC2CCCC2)cc1,?,3.6%,-1.4%,-17.1%,-12.0%,-4.2,?,-14.8,2.2
C/C(=N/NC(=O)CNC(=O)COc1cccc(C)c1)c1ccc(Cl)cc1,15.2,5.4%,-0.3%,5.2%,3.5%,2.3,1.7%,1.3,-1.2
Cc1cccc(OCC(O)CN2CCc3ccccc3C2)c1 (stereo not drawn),-104.5*,-2.3%,-6.0%,9.1%,-8.9%,3.6,5.2%,-0.6,-0.1
COc1ccc(OCC(=O)OCCNC(=O)c2cccnc2)cc1,-3.8,-13.8%,6.2%,16.4%,-11.9%,0.7,-2.1%,-1.0,0.2
CCOC(=O)Cc1csc(NC(=O)C(C)Oc2ccc3c(C)cc(=O)oc3c2)n1 (stereo not drawn),12.4,-0.7%,-6.0%,1.7%,-18.4%,0.5,14.9%,-2.8,-2.5
CN(C(=O)COC(=O)c1cncc(Br)c1)C1CCCCC1,3.8,-19.2%,2.7%,6.1%,-14.5%,6.8,8.1%,-6.5,0.2
COC(=O)CCCNC(=O)c1ccc2[nH]c(C)c(C)c2c1,-19.2,18.1%,-0.3%,10.9%[7.66 µM],-2.8%,2.5,27.2%[7.66 µM],4.3,1.0
CNS(=O)(=O)c1cccc(C(=O)OCC(=O)N(CCC#N)c2ccccc2)c1,10.0,-0.8%,6.8%,-3.8%,2.6%,7.0,-10.8%,0.8,-1.0
O=C(NCc1ccc(CNC(=O)c2ccco2)cc1)c1ccco1,0.7,2.4%,2.4%,4.9%,0.8%,-2.1,-0.3%,1.0,-1.1
CCn1c(-c2ccc(Cl)cc2)n[nH]c1=S,38.1,-0.7%,-9.4%,-8.7%,-18.6%,nt,-3.0%,-2.7,0.1
O=C(N/N=C/c1ccc2c(c1)OCO2)C(=O)N1CCCC1,3.2,0.4%,6.0%,-9.7%,-3.4%,0.8,15.4%,12.9,0.1
CN(C(=O)c1ccc(NC(=O)Cc2cccc(NC(=O)C3CCN(C(=O)C4CCCC4)CC3)c2)cc1)C1CCCC1,22.9,4.0%,11.8%,2.8%,3.3%,2.9,15.5%,15.5,2.0
O=C(CNC(=O)c1ccccc1Br)Nc1cccc(S(=O)(=O)Nc2ccccc2Cl)c1,4.0,-11.5%,5.7%,-3.6%,-8.1%,-0.1,-17.8%,0.1,0.8
CC(C)(C)Nc1nc(SCc2ccccc2)nc(N2CCOCC2)n1,-19.5,8.5%,12.9%,0.2%,-1.2%,-0.3,-16.8%,-8.7,-2.8
COc1ccccc1CCC(=O)OCC(=O)Nc1c(Br)cc(C)cc1Br,0.6,1.5%[57.1 µM],-0.3%,-1.3%,-2.4%,-1.4,11.6%,9.5,-0.1
COc1ccccc1N1CCN(C(=O)c2cc3sccc3n2C)CC1,?,1.3%,1.6%,-5.1%,-16.9%,3.5,?,-2.8,-2.6
COc1ccc(N(C(=O)c2ccc(F)cc2)C2=CC3CCC(C2)N3C)cc1 (stereo not drawn),15.8,2.7%,-7.1%,-22.2%,1.5%,-3.5,?,2.6,0.2
O=C(Nc1ccc(F)cc1)C1CCCCC1,9.4,5.5%,-7.3%,-9.3%,4.2%,-4.0,-2.7%,3.3,0.0
O=C(COC(=O)c1ccc([N+](=O)[O-])cc1)Nc1ccccc1C(=O)NC1CC1,3.4,3.7%,7.1%,4.2%,-3.3%,-0.3,10.4%,3.6,1.8
N/C(Cc1ccc([N+](=O)[O-])cc1)=N\OC(=O)c1ccc(Br)cc1,8.4,-20.0%[57.1 µM],17.3%,0.3%[1.53 µM],-0.3%,-3.1,?,1.4,0.2
COCCN(CC(=O)Nc1cccc(C)c1C)C(=O)c1ccc2c(c1)OCO2,?,-1.6%,1.4%,-22.1%,-3.9%,-1.4,13.9%,-6.6,3.8
Cc1ccc(NC(=O)COC(=O)Cn2cnc3c2c(=O)n(C)c(=O)n3C)cc1F,13.3,-14.7%,-16.3%,-7.8%,-5.5%,5.4,12.3%,-7.7,2.8
COc1ccc(Nc2ncc(C(=O)Nc3cccc(Cl)c3)c3ccccc23)cc1,nt,nt,-4.7%,-4.4%,nt,nt,?,6.5,nt
C[C@H]1CN([C@@H](C)CO)C(=O)CCCn2nncc2CO[C@@H]1CN(C)C(=O)c1ccc2ccn(C)c2c1,33.3,-6.1%,-4.3%,6.2%,6.0%,-3.9,-13.1%,-3.5,-1.9
Cc1cc(OCC(=O)N2CCN(c3ccccn3)CC2)cc(C)c1Br,-4.4,-29.2%,13.3%,5.9%,-10.2%,15.2,?,-9.6,-5.1
CCCCC1CCC(C(=O)OCC(=O)N(CCOC)c2c(N)n(Cc3ccccc3)c(=O)[nH]c2=O)CC1 (stereo not drawn),5.1,11.0%,-14.3%,15.3%,-0.4%,-3.5,14.2%,-3.4,-3.4
Cc1ccc(/C=N/Nc2nc(C(C)(C)C)cs2)o1,-3.7,3.3%,-5.3%,-5.4%,?,0.6,?,-3.2,-0.5
